PMI inhibitors: MPI enzyme activity inhibition – biochemical, fluorescence intensity, coupled assay, primary screen (AID 1209) | one-dose inhibition, % at 20 µM; IC50 in µM for titrated hits | purified PMI enzyme, coupled fluorescence intensity; higher % means a stronger effect | actives 0.42% (n = 190,000);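 also: plate controls were DMSO vehicle for no effect and wells lacking substrate for full effect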
ER stress rescue: rescue of cells from ER stress-induced death, primary screen, 384-well, CSM14.1, thapsigargin, ATP luminescence (AID 1222); 190,000 tested, under 10 active; CSM14.1 thapsigargin-induced death rescue, ATP luminescence; higher % means a stronger effect; cellular ATP content (survival), % at 20 µM, or EC50 in µM where a hit was titrated;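 active = EC50 below 50 µM in the dose-response confirmation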;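 also: death triggered by thapsigargin at about 15 µM added after 2 h compound pretreatment; cell ATP read after overnight thapsigargin exposure of roughly 18 to 22 hours; normalized against plate controls of thapsigargin alone and 5% DMSO vehicle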
Myeloid diff 2: myeloid differentiation induction | actives 1% (n = 360,000) | AID 624256 | ER-HoxA9 myeloid progenitors, lysozyme-GFP differentiation, flow cytometry | calls only at 10 µM;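 active = normalized GFP-positive differentiation at or above the plate's own cutoff, the solvent-only control mean plus 3 SD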;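 also: cells exposed to compound for four days before flow analysis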
PMI inhibition: MPI inhibition at elevated mannose 6-phosphate – biochemical, fluorescence intensity, high mannose 6-phosphate, primary screen (AID 1220) | one-dose inhibition, % at 20 µM; IC50 in µM for titrated hits | recombinant PMI enzyme, coupled fluorescence intensity; higher % means a stronger effect | actives 0.66% (n = 190,000)
M1AAP inhibition: malaria alanyl aminopeptidase activity blockers – biochemical, fluorogenic H-Leu-NHMec substrate, 1536-well (AID 1445); inhibition, % at 30 µM; hits with a dose series show IC50 in µM; actives 0.42% (n = 220,000); recombinant M1AAP, H-Leu-NHMec fluorogenic kinetic assay; higher % means a stronger effect;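 active = primary inhibition above the hit cutoff, then over 50% inhibition at one or more dose response concentrations, cut at about 23% in these data, passing the limit was not always enough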;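 also: plate controls were DMSO full reaction for no effect and no enzyme background for full effect; strong numbers were not always called active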
XIAP antagonists: XIAP antagonists, biochemical, IAP family, fluorescence polarization (AID 1018); XIAP BIR domain, fluorescence polarization peptide displacement; higher % means a stronger effect; one-dose displacement, % at 20 µM; IC50 in µM for titrated hits; actives 0.007% (n = 200,000); in the data active = displacement above about 50%; also: a part of the inactive calls stands beside numbers as strong as those of hits
TNAP activation fold: stimulation of alkaline phosphatase TNAP activity – biochemical, luminescent, no phosphate acceptor, uHTS, primary screen (AID 1001) | actives 0.03% (n = 200,000) | one-dose activation fold at 20 µM; EC50 in µM for titrated hits | purified TNAP, luminescent activation assay, no phosphate acceptor; higher activation fold means a stronger effect; in the data active = activation fold from about 3, or a potency from the dose series; inactive = the rest, 99 in 100 with activation fold below about 1.6; also: many of its hits are not listed in these tables
LYP phosphatase: inhibitors of LYP phosphatase, biochemical, fluorescence intensity, uHTS (AID 1779). recombinant LYP phosphatase, fluorescence intensity; higher % means a stronger effect. actives 0.054% (n = 290,000). one-dose inhibition, % at 11.5 µM; IC50 in µM for titrated hits;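 also: plate controls were vehicle with enzyme for no effect and no enzyme for full effect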
M17LAP inhibition: P. falciparum M17LAP inhibitors, primary screen, biochemical, fluorogenic H-Leu-NHMec substrate, 1536-well (AID 1619). recombinant M17LAP, H-Leu-NHMec fluorogenic kinetic assay; higher % means a stronger effect. one-dose inhibition, % at 30 µM; IC50 in µM for titrated hits. actives 0.38% (n = 220,000);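 active = compound inhibiting the enzyme by more than half at any dose during confirmatory dose-response retesting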;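 also: plate controls were full reaction with DMSO carrier for no effect and no enzyme background for full effect; strong numbers were not always called active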
Myeloid diff 2 GFP+ MAC1+ %: further read-out of Myeloid diff 2, marked with its call; GFP+ MAC1+ double positive, %; measured here: differentiation confirmed by MAC1 staining
* hit, by the source's call; i = inactive; . = not tested or not shown; + = active, no number. Rule as the data show it, unless noted: active = inhibition above about 50%; inactive = the rest.

item	SMILES	PMI inhibitors	PMI inhibition	LYP phosphatase	Myeloid diff 2 GFP+ MAC1+ %	Myeloid diff 2	M17LAP inhibition	TNAP activation fold	M1AAP inhibition	XIAP antagonists	ER stress rescue
1	COc1cc(NC(=O)CN2C(=O)NC(C)(c3ccc4ccccc4c3)C2=O)c(C)cc1[N+](=O)[O-] (stereo not drawn)	7.9%	10.6%	0.9%	0.3	i	5.9%	1	12.5%	2.4%	-5.5%
2	O=C(NCc1cccs1)c1cc(S(=O)(=O)N2CCCCC2)ccc1Cl	-2.6%	-5.5%	-5.4%	1.2	i	-10.9%	1	3.6%	0.4%	-1.1%
3	O=C1[C@@H]2[C@H]3CC[C@H](C3)[C@@H]2C(=O)N1O	.	.	-5.0%	0.7	i	-5.0%	.	3.5%	.	.
4	C/C(=C\C(=O)N1CCc2ccccc21)C(=O)O	-5.1%	61.3%*	-5.2%	0.5	i	-6.0%	1.1	0.8%	0.9%	-1.2%
5	COC(=O)CCc1sc(Nc2ccccc2)nc1-c1ccc(OC)cc1	-0.7%	-14.6%	-0.3%	0.3	i	60.0%	1.1	5.1%	-5.7%	2.6%
6	NC(=O)[C@H]1CC2(CC(c3cccc(NC(=O)COc4ccc(Cl)cc4)c3)=NO2)CN1C(=O)c1ccc(Cl)cc1 (stereo partly drawn)	.	.	-2.4%	0.5	i	5.2%	.	8.0%	.	.
7	COc1ccc(/C=C2\SC(=O)N(CC(=O)NNC(=O)c3ccccc3O)C2=O)cc1	-17.7%	-23.9%	3.4%	0.2	i	15.2%	.	9.7%	-3.4%	-1.2%
8	Cc1ccccc1OCC(=O)N/N=C/c1sc(=O)n(Cc2cccc(C(=O)O)c2)c1Cl	.	.	5.0%	0.3	i	-4.2%	.	15.9%	.	.
9	CCCCn1c(=O)[nH]c2nc3cc(N)ccc3nc2c1=O	42.8%	52.5%*	12.8%	0.1	i	12.9%	0.9	9.7%	-2.3%	-2.8%
10	COCC(=O)Nc1ccc(-c2cn3cccnc3n2)cc1	-8.7%	-15.8%	-37.3%	12.5	i	i	1.1	12.4%	-2.5%	-1.1%
11	CCOC(=O)/C(C#N)=C/C=C1/C=CC=CN1C	.	.	5.2%	0.7	i	20.0%	.	9.2%	.	.
12	O=c1cnn([C@@H]2O[C@H](CO)[C@@H](O)[C@H]2O)c(=O)[nH]1	3.7%	1.5%	-1.7%	8.3	i	4.9%	1	5.7%	-6.3%	1.5%
13	O=C(Cc1ccc(-n2c(=O)[nH]c3ccsc3c2=O)cc1)NCc1cccnc1	-2.4%	-10.1%	-3.8%	0.2	i	-6.5%	1	-3.3%	-10.0%	-0.8%
14	COc1cc(/C=C/c2ccc(O)cc2)cc(OC)c1	14.3%	10.2%	1.6%	4.0	i	-8.4%	1	-5.9%	-9.4%	-1.5%
15	O=C(CSC1CC(=O)N(CC(c2ccccc2)c2ccccc2)C1=O)Nc1ccc(Cl)cc1 (stereo not drawn)	10.7%	6.3%	-2.5%	0.7	i	-3.4%	1.1	-1.2%	0.4%	-0.2%
16	CC(=O)Nc1nnc(SCC(=O)NCCOc2ccccc2)s1	11.6%	5.1%	-5.2%	0.7	i	-4.3%	1	10.9%	-2.2%	3.4%
17	COc1cccc(NC(=O)CN(C)C(=O)c2ccc3ccccc3c2)c1	2.8%	16.4%	-5.1%	2.2	i	-0.8%	1.2	5.5%	-1.8%	-0.7%
18	CCOC(=O)C(C)Oc1ccsc1C(=O)OC (stereo not drawn)	-2.4%	1.1%	-6.1%	.	.	-0.9%	1	-1.3%	-1.4%	-0.7%
19	CC(=O)Nc1ccc2c(c1)ncn2-c1ccc(C)cc1	-5.8%	-8.7%	-2.1%	0.0	i	-7.5%	1.1	-0.5%	1.3%	-1.1%
20	Cc1cc(=O)[nH]c(SCC(=O)Nc2ccc(F)c([N+](=O)[O-])c2)n1	-6.8%	-0.4%	-2.5%	0.6	i	4.1%	1.1	1.3%	-6.7%	-2.2%
21	Nc1nnc(SCC(=O)Nc2ccccc2N2CCOCC2)s1	3.2%	0.9%	-3.7%	0.8	i	-1.1%	1.1	2.0%	-3.8%	-2.7%
22	C=CCn1c(COc2ccccc2)nnc1SCc1ccc(C#N)cc1	-0.9%	-6.5%	4.2%	0.3	i	1.8%	1.2	0.6%	-5.9%	-0.2%
23	COc1ccccc1OCc1ccc(C(=O)NCC2CCCO2)o1 (stereo not drawn)	-2.9%	-3.8%	-10.8%	1.3	i	7.8%	1	-2.1%	-6.9%	3.4%
24	O=C(C1=C[C@@H](c2ccc3c(c2)OCO3)C[C@@H](OCCCCO)O1)N1CCN(Cc2ccc3c(c2)OCO3)CC1	14.6%	7.8%	-7.0%	0.5	i	6.2%	1.1	2.5%	-5.0%	5.2%
25	Cc1cccn2c(=O)c3cc(C#N)c(=NC(=O)c4cccs4)n(CCCOC(C)C)c3nc12	.	.	-14.9%	0.5	i	-81.6%	.	7.8%	.	.
26	Cc1c(NC(=O)NC(C)N2C(=O)C3C4C=CC(C4)C3C2=O)c(=O)n(-c2ccccc2)n1C (stereo not drawn)	0.4%	1.1%	-2.9%	1.3	i	-2.8%	1.1	3.6%	-1.7%	-0.4%
27	c1ccc(CSc2nnc(-c3sccc3-n3cccc3)o2)cc1	-0.5%	-4.2%	-1.0%	0.4	i	-6.9%	0.9	3.1%	-4.5%	9.6%
28	O=S(=O)(c1cccs1)N1CN(Cc2ccccc2)c2nc3ccccc3nc21	13.0%	-8.7%	0.3%	1.4	i	-4.6%	1	5.6%	-17.8%	-0.1%
29	Cc1cc(C)n(-c2nc(SCC(=O)NCC3CCCO3)c3c4c(sc3n2)CCCC4)n1 (stereo not drawn)	4.6%	15.4%	8.7%	.	.	.	1	.	-5.8%	0.4%
30	Cc1nc(-c2cccc(S(=O)(=O)N3CCCCC3)c2)cs1	.	.	-3.6%	0.4	i	0.2%	.	2.3%	.	.
31	COc1ccc(C(C)=O)cc1CSc1nnc(Nc2ccccc2)s1	7.0%	12.1%	1.7%	2.1	i	10.8%	1	2.2%	-3.9%	-3.1%
32	O=[N+]([O-])c1ccc(N2N=C(c3ccco3)CC2c2ccccc2)cc1 (stereo not drawn)	0.7%	-12.9%	11.2%	0.5	i	1.4%	0.8	18.9%	-22.5%	0.9%
33	CC(C)(C)CN1CCNC(=O)C1CC(=O)NCCN1CCCc2ccccc21 (stereo not drawn)	19.3%	46.5%	-5.0%	0.4	i	1.2%	1.1	5.9%	-5.2%	-0.9%
34	C#CCOc1ccc(Br)cc1/C=N/O	-0.4%	-2.4%	8.1%	0.9	i	8.9%	1.1	5.1%	-4.0%	-3.5%
35	O=C(O)c1c(-c2ccc(Cl)cc2)cn2ccccc12	-6.5%	-4.7%	-12.5%	0.3	i	7.5%	0.9	-9.3%	-7.4%	-1.0%
36	CCC(C)(C)n1nnnc1C(c1ccc(OC)c(OC)c1)N1CCN(c2ccc(OC)cc2)CC1 (stereo not drawn)	2.4%	5.0%	-6.0%	0.8	i	7.3%	1.1	-0.8%	-2.9%	0.0%
37	Cc1cc(C)n(C(=O)c2ccc(Cn3nc(C)c(Br)c3C)o2)n1	-0.6%	-2.2%	3.0%	0.5	i	3.6%	1.1	5.4%	-5.5%	2.8%
38	CC(C)C(C)NC(=O)COc1ccc(S(=O)(=O)N2CCOCC2)cc1[N+](=O)[O-] (stereo not drawn)	0.1%	8.6%	0.4%	0.7	i	-4.5%	1	0.1%	-3.2%	1.7%
39	O=c1c2nnn(Cc3ccc(Cl)cc3)c2ncn1Cc1ccc(F)cc1	9.5%	6.5%	-3.5%	0.6	i	7.7%	1.1	7.0%	-4.5%	-2.9%
40	Nc1nonc1OCCOCCOCCOc1nonc1N	-1.2%	-1.9%	-9.6%	0.5	i	-4.5%	1.1	6.4%	-4.4%	-0.1%
41	Cc1ccc(C)c(OCC(=O)O/N=C(\N)c2cccnc2)c1	.	.	-3.5%	0.1	i	7.0%	.	2.4%	.	.
42	Cc1ccc(NC(=S)N2CCN(C(=O)c3ccccc3)CC2)c(C)c1	-2.0%	3.6%	-5.0%	0.7	i	-2.3%	1	-3.3%	-3.9%	-0.3%
43	CCc1cc2c(=O)c(Oc3ccccc3F)c(C)oc2c(CN(C)C)c1O	-8.6%	-1.2%	-22.9%	1.2	i	-56.1%	1	10.3%	-3.0%	1.5%
44	OC1(c2ccccc2Cl)NN=C2CCCCCN21 (stereo not drawn)	-3.5%	-1.4%	2.7%	0.2	i	1.1%	1.1	11.2%	1.0%	0.9%
45	COCCNC(=O)CSc1ccccc1C(=O)NCC1CCCCC1	1.7%	1.0%	-10.3%	0.1	i	0.7%	1.1	0.8%	-5.8%	-0.5%
46	CC(C)NS(=O)(=O)c1ccc(CCC(=O)N2CCOCC2)cc1	13.8%	11.2%	-7.5%	0.4	i	-1.4%	1.1	-1.1%	-1.5%	-1.0%
47	Cc1cc(O)ccc1N/C=C/c1onc(C)c1[N+](=O)[O-]	4.5%	22.9%	-2.2%	0.4	i	1.8%	0.8	9.8%	-0.6%	-1.0%
48	CCCCCC(=O)NCC(C)NC(=O)CCCCC (stereo not drawn)	-11.9%	-9.2%	-11.5%	0.0	i	-0.5%	1	-5.8%	-3.7%	-0.6%
49	O=C(O)c1ccc(N2C(=O)/C(=C/c3ccc(-c4ccc([N+](=O)[O-])cc4)o3)C=C2c2ccccc2)cc1	-21.6%	-27.3%	25.3%	0.7*	+	21.4µM*	0.6	14.1%	15.5%	1.1%
50	CCOc1ccc(CCNC(=O)c2cc(C)nn2-c2ccccc2)cc1	.	.	-6.6%	0.2	i	-10.4%	.	2.8%	.	.
51	CCCCc1ccc(S(=O)(=O)NNC(=S)NCc2ccco2)cc1	0.5%	1.1%	7.8%	0.5	i	18.0%	0.9	0.2%	0.7%	0.0%
52	CCNC(=O)CSc1nnc(-c2cc(-c3ccc(Cl)cc3)nc3ccccc23)o1	6.5%	0.6%	-1.5%	0.4	i	1.1%	1	11.4%	-7.5%	-1.2%
53	CCO/C(C)=N/n1c2nc3ccccc3nc2c2c(=O)n(Cc3ccccc3Cl)c(C)nc21	12.7%	15.8%	-2.7%	0.8*	+	8.7%	1.1	9.9%	-12.9%	-1.1%

From PubChem
